Compound activity (PubChem)
NCOA1 inh – inhibitors of human steroid receptor coactivator 1 (SRC1). Q15788. HEK293 GAL4-SRC1 luciferase reporter, luminescence. inhibition, % at 3.6 µM. 360,000 tested, 0.12% active. AID 588354;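 active = inhibition above the campaign mean plus 3 SD, with each screening campaign given its own cutoff, cut at about 60% in these data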;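 also: 0% = DMSO treated cells and 100% = gossypol at 36 µM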
ABHD5-PLIN5 inh – inhibitors of human ABHD5-perilipin-5 interaction | Split G. princeps luciferase complementation, luminescence, 4 h | inhibition, % at 4 µM | 360,000 tested, 0.78% active | AID 602281;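 active = inhibition above the mean inhibition across every tested compound plus 3 SD, cut at about 22% in these data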;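 also: 0% = DMSO only wells and the 100% control is not disclosed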
SRC2 inh – human SRC2 (NCOA2) inhibition; HEK293 GAL4-SRC2 luciferase reporter, luminescence; Q15596; AID 651957; inhibition, % at 9 µM; 370,000 tested, 0.17% active;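 active = inhibition above the mean inhibition of all tested compounds plus 3 SD, set per campaign, cut at about 52% in these data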;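 also: 0% = DMSO treated cells and 100% = cells given Gossypol at 36 µM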
Granule exo inh – lytic granule exocytosis inhibition; TALL-104 LAMP-1 surface exposure, flow cytometry; cells stimulated with thapsigargin and PMA; inhibition, % at 10 µM; 360,000 tested, 0.66% active;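 active = inhibition above about 55%, limit read from the data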
TROY signal inh – inhibitors of TROY-dependent NF-kB signaling. 360,000 tested, 0.98% active. inhibition, % at 10 µM. AID 1347056. Q293 LMP1-TROYcd NF-kB luciferase reporter, 4 h;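 active = compounds whose plate-normalised and pattern-corrected inhibition of the luciferase reporter signal at the single screening dose is 50% or more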
SRC3 inh – inhibitors of human steroid receptor coactivator 3 (SRC3); 360,000 tested, 0.17% active; inhibition, % at 3.6 µM; HEK293 GAL4-SRC3 luciferase reporter, luminescence; AID 588352;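 active = inhibition above a per-campaign cutoff, the mean of all compounds plus 3 SD, cut at about 60% in these data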;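 also: 0% = DMSO-treated cells and 100% = gossypol-treated cells at 36 µM; higher means less SRC3-driven luciferase light from the GAL4 reporter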
Target sequence (Q9Y6Q9 whole entry, looked up, the tested form may be a part): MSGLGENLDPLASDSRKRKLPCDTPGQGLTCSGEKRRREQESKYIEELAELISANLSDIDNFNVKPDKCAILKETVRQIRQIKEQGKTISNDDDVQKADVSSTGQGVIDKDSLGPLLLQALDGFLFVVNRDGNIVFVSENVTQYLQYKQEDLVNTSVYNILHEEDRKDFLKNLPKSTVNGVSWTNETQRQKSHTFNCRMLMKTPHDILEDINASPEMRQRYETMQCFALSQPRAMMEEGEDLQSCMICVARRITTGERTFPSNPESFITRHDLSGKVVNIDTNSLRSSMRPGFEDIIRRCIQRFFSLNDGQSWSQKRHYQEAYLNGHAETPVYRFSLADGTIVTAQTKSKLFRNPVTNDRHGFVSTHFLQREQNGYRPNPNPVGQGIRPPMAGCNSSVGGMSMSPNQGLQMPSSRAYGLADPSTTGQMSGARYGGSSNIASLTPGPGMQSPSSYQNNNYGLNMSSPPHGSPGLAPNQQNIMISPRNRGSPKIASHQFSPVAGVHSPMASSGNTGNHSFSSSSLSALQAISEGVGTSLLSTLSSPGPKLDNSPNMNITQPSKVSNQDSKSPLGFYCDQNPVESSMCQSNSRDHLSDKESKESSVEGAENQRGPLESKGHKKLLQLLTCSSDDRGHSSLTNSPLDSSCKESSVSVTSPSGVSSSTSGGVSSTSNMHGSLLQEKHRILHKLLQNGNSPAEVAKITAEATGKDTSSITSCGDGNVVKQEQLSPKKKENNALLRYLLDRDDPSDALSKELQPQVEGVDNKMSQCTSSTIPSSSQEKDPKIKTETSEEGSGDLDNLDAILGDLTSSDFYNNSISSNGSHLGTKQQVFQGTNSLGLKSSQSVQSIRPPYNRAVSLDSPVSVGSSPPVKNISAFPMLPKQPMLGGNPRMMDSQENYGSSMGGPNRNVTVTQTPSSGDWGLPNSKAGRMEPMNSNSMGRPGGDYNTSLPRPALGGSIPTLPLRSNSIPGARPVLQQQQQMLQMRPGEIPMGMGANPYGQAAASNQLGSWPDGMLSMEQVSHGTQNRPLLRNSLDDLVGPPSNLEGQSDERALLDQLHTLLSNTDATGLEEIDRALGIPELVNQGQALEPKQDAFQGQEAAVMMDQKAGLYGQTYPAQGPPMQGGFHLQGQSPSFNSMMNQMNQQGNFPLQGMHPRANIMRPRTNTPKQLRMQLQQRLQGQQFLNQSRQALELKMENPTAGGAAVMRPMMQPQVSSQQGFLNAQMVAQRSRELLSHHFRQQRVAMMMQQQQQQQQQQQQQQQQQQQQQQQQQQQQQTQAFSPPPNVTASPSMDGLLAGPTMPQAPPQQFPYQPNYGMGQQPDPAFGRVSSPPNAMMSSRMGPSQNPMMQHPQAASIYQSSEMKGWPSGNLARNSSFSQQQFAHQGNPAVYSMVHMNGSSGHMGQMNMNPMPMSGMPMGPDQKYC
NR5A2 inv ag – NR5A2 inverse agonism in reporter assay; inhibition, % at 3.6 µM; 360,000 tested, 0.13% active; O00482; HEK293T StAR-luciferase reporter, LRH-1 transfected, 24 h;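 active = inhibition above the mean inhibition of all tested compounds plus 3 SD, cut at about 73% in these data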;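 also: 0% = DMSO wells and 100% = reporter-only cells lacking LRH-1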
TWEAK Fn14 block – inhibitors of TWEAK-Fn14 interaction signaling | TWEAK-stimulated Fn14 reporter cells, luciferase luminescence, 8 h | AID 1159606 | 360,000 tested, 2% active | inhibition, % at 10 µM; in the data active = inhibition above about 50%
NOD2 RIPK2 PPI – NOD2-RIPK2 protein interaction inhibition; 360,000 tested, 0.38% active; AID 624267; O43353; inhibition, % at 4.98 µM; CHO BLA complementation NOD2-RIPK2, CCF4 ratio; in the data active = inhibition above about 21%;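 also: 0% = vehicle only and 100% = reference blocker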
COUP-TFII inh – NR2F2 (human) inhibition, primary screen. inhibition, % at 8.6 µM. P24468. 370,000 tested, 0.7% active. HEK293T NGFI-A luciferase reporter, luminescence;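 active = inhibition above a per-plate cutoff, mean inhibition of test wells between control levels plus 3 SD, cut at about 38% in these data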;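 also: cells cotransfected with COUP-TFII expression vector driving the NGFI-A reporter; 0% = median of COUP-TF2 test wells and 100% = reporter-only cells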
TLR9-MyD88 inh – blocks human TLR9 binding to MyD88 | Q9NR96+Q99836 | CHO BLA complementation TLR9-MyD88, CCF4 FRET ratio | inhibition, % at 4.98 µM | 340,000 tested, 0.21% active;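 active = inhibition above the mean over all tested compounds plus 3 SD, cut at about 21% in these data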;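 also: 0% = DMSO only wells and 100% = clavulanate BLA inhibitor control wells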
* marks the source's active call; other numbers are inactive results; . = not tested or not shown. A portion of the library. The share of hits here may be higher or lower than overall.

SMILES	NCOA1 inh	ABHD5-PLIN5 inh	SRC2 inh	Granule exo inh	TROY signal inh	SRC3 inh	NR5A2 inv ag	TWEAK Fn14 block	NOD2 RIPK2 PPI	COUP-TFII inh	TLR9-MyD88 inh
COc1cc(/C=C2/C(=N)N3C(=NC2=O)SN=C3S(C)(=O)=O)ccc1OC(=O)c1ccco1	-5	-13	-20	-4	-13	-23	-14	-1	5	0	4
CC(=O)Nc1sc2c(c1C(=O)N1CCOCC1)CCCCC2	0	2	-8	-2	-17	7	3	-2	-1	23	-2
CCN(CC)CCCNc1ccc(-c2nnc(-c3ccc(OCC(C)C)cc3)o2)cn1	-19	20	3	62*	-21	17	20	-71	-1	20	-3
CCOC(=O)N1CCN(CC(=O)Nc2cc3c(cc2C(C)=O)OCO3)CC1	7	2	-7	-1	-7	12	22	1	-1	-4	-1
COc1ccc(C2C(C(=O)Nc3cccnc3)=C(C)Nc3nc(-c4cccs4)nn32)cc1 (stereo not given)	12	0	-22	1	-13	15	38	-3	-6	18	6
COCCN1C[C@@H](CO)O[C@@H](n2cnc3c(NCCN(C)C)ncnc32)C1	-34	0	-2	1	6	-11	-1	1	0	8	.
COc1ccccc1C(CC(=O)O)NS(=O)(=O)c1ccc2c(c1)N(C(C)=O)CC(C)O2 (stereo not given)	4	-4	-13	0	-13	-2	-15	-2	2	-5	-6
CCC(C)(C)C1CCc2[nH]nc(C(=O)NN)c2C1 (stereo not given)	3	-4	-19	0	69*	21	24	45	18	-16	12
O=C(O)c1cccc(NC(=S)N/N=C/c2ccccc2OCc2ccc(Br)cc2)c1	-11	-10	-38	-5	-19	-19	-110	-10	-3	-11	8
CC(C)C(=O)N1CCN(c2ccccc2NC(=O)c2cccc(Cl)c2)CC1	7	-2	-16	1	8	16	25	-16	7	6	8
COC(=O)c1cc(-c2cccc(OC)c2)on1	-2	2	-25	1	-28	9	2	-7	-4	-15	-2
Cn1c(SCC(=O)NCc2ccco2)nc2ccccc2c1=O	3	-1	8	-2	14	14	0	11	-12	-14	-3
COc1ccc2oc(C(=O)NN3C(C)CCCC3C)c(C)c2c1 (stereo not given)	4	4	-10	-1	8	13	-4	-2	-10	2	3
O=C(Cc1n[nH]c(=O)[nH]c1=O)N/N=C/c1cccc(Cl)c1	4	-5	16	0	6	16	-1	-8	-7	15	0
CCOC(=O)C(Cc1ccccc1)C(=O)NCc1cccnc1 (stereo not given)	-10	0	-9	-2	22	23	-11	2	5	-3	-4
CCOc1ccc(CCN2C(=O)C(=O)N([C@@H](Cc3ccc(O)cc3)CN3CCC[C@@H]3CN3C(=O)C(=O)NC[C@@H]3Cc3ccccc3)C[C@@H]2Cc2ccccc2)cc1	5	11	-10	0	-1	-5	-26	28	-11	8	-3
COc1cccc(C(C)N(C)Cc2nc(-c3ccoc3)oc2C)c1 (stereo not given)	-4	3	.	-5	7	10	27	-6	-18	.	5
COc1ccc(C(=O)NCC(=O)OCc2csc(-c3ccccc3)n2)cc1	-37	-5	3	-10	-11	-11	-29	-36	7	-1	2
Cc1ccc(S(=O)(=O)CCC(=O)Nc2nnc(-c3ccco3)o2)cc1	0	4	-33	6	-29	-7	-1	-1	-5	-1	-3
O=C1C2C3CCCC3=C3CCCC3C2C(=O)N1c1ccccc1 (stereo not given)	7	2	-35	3	-11	-1	2	-1	-6	-15	-6
Cc1ccc(S(=O)(=O)N(C)c2c(C)ccc(S(=O)(=O)N3CCN(C)CC3)c2C)cc1	-18	4	6	2	14	3	-10	3	-2	6	-5
CN1CCN(C(=O)CCN2C(=O)/C(=C\c3ccc(Cl)cc3)SC2=S)CC1	17	-3	.	15	-17	-14	-6	1	-1	.	-9
O=C(CN1C(=O)CSC1=O)N1CCCCC1	4	0	10	-3	3	-16	5	-3	-7	-9	2
Nc1c(C(=O)CCC(=O)O)oc2ccc(Cl)cc12	-5	-6	-9	8	13	-18	-24	11	-2	1	-7
CC(C)c1ccc(Nc2nc(Cl)nc(Cl)n2)cc1	2	5	1	0	-7	-5	-2	-11	4	-11	-1

Looked up above.
COCCN1C[C@@H](CO)O[C@@H](n2cnc3c(NCCN(C)C)ncnc32)C1 in ABHD5-PLIN5 inh is entered as 0
O=C(CN1C(=O)CSC1=O)N1CCCCC1 in NOD2 RIPK2 PPI is entered as -7
CC(C)C(=O)N1CCN(c2ccccc2NC(=O)c2cccc(Cl)c2)CC1 in TROY signal inh is entered as 8
O=C(O)c1cccc(NC(=S)N/N=C/c2ccccc2OCc2ccc(Br)cc2)c1 in NR5A2 inv ag is entered as -110
CCN(CC)CCCNc1ccc(-c2nnc(-c3ccc(OCC(C)C)cc3)o2)cn1 in SRC3 inh is entered as 17
CC(=O)Nc1sc2c(c1C(=O)N1CCOCC1)CCCCC2 in NCOA1 inh is entered as 0
O=C(Cc1n[nH]c(=O)[nH]c1=O)N/N=C/c1cccc(Cl)c1 in NOD2 RIPK2 PPI is entered as -7

More entries follow.
SMILES	NCOA1 inh	ABHD5-PLIN5 inh	SRC2 inh	Granule exo inh	TROY signal inh	SRC3 inh	NR5A2 inv ag	TWEAK Fn14 block	NOD2 RIPK2 PPI	COUP-TFII inh	TLR9-MyD88 inh
O=C(Nc1ccc2c(c1)OCO2)Nc1ccccn1	-109	6	-50	-3	-57	-94	-101	-15	-4	-31	-6
N#CC1=C(N)OC2=C(C(=O)CCC2)C1Cc1ccccc1 (stereo not given)	-3	7	-19	-1	4	-10	-2	13	-3	11	5
Cc1cnc(NC(=O)CSc2ccccc2)s1	-21	9	-52	8	-22	-28	-38	11	4	-41	2
COC(=O)c1ccc(C(=O)OC)c(NC(=S)N2CCOCC2)c1	11	-10	6	-3	-2	18	8	-8	6	5	6
Cc1ccccc1C1C(C#N)=C2N=C(N)c3c(sc4c3CCCCC4)N2C2=C1C(=O)CCC2 (stereo not given)	0	4	.	8	26	-4	-17	33	2	.	-14
CCNC(=S)N=Nc1c(O)[nH]c2ccc([N+](=O)[O-])cc12	-5	10	3	1	-13	26	12	10	-1	-3	6
CCN1CCN(C(=O)C(C)Sc2nc3nc(C)cc(C)n3n2)CC1 (stereo not given)	3	4	-8	0	-11	-4	16	-1	10	4	5
O=S(=O)(c1ccc(Cl)cc1)N1CCN(S(=O)(=O)N2CCCCCC2)CC1	-18	-3	-12	-5	4	7	-9	-42	-1	-20	5
COCCNc1nnc(SCC(=O)Nc2sc3c(c2C(=O)c2ccccc2)CCCC3)s1	-17	0	21	7	32	23	1	21	-16	10	-6
CSc1nc(C)c(CCO)c(=O)[nH]1	-20	-4	-7	-1	1	6	-3	-4	3	-2	3
O=C(CC1S/C(=N/N=C2CCCCCC2)NC1=O)Nc1ccc(Br)cc1F (stereo not given)	-14	-3	-26	16	-6	-5	-13	3	-16	11	-12
CN(C)C(=O)Oc1ccc[n+](C)c1	6	-9	-1	0	0	-9	5	0	4	14	-5
O=C(CCSc1nnc2scc(-c3ccccc3)n12)NCc1ccc2c(c1)OCO2	0	1	-10	2	-9	11	-2	-18	-2	-12	-3
O=C(Nc1ccc2c(c1)C(=O)N(CC1CCCO1)C2=O)c1ccc(Cl)c(Cl)c1 (stereo not given)	-13	0	-20	-3	-10	-4	-6	-19	-5	-7	-6
COc1ccc(S(=O)(=O)N(C)C)cc1NC(=O)Cc1c[nH]c2ccccc12	5	5	5	1	2	1	24	3	4	7	8
CNCCOc1ccccc1C(C)(C)C	-3	0	-13	-3	-4	1	6	4	3	7	6
CCCCc1nnc(NC(=O)CCS(=O)(=O)c2ccc(Cl)cc2)s1	2	10	15	3	-17	15	4	-1	2	15	-5
Cc1cccc(C(=O)Nc2ccc(O)cc2C(=O)O)c1	-3	1	-17	-7	-9	0	-15	1	-8	3	-6
CCN(CC)C(=O)NC1CCCCCCC1	-30	-1	-7	-9	-22	14	7	3	1	-12	-5
CC(C)Cc1nnc(NC(=O)CCC(=O)NCCc2ccc(Cl)cc2)s1	3	-3	-8	0	15	-4	-6	10	-5	-24	-17
CCC(Oc1ccccc1)C(=O)NC1CCSC1=O (stereo not given)	9	-7	-8	-2	-3	-9	-5	-4	-2	4	-1
NC(=O)C(=O)N/N=C/c1c(F)c(F)c(F)c(F)c1F	-15	-3	-1	0	-6	14	5	5	3	4	5
Cc1cc(C)n(C2CC(=O)N(c3cc(Cl)cc(Cl)c3)C2=O)n1 (stereo not given)	-5	2	-10	12	-9	-10	3	-21	7	-3	-1
CCCCn1nnnc1NCc1ccc(N(CC)CC)cc1	-11	-4	9	-2	-12	-3	12	0	1	-12	4
Cc1nn(C)c(C)c1NC(=O)CSc1nc(C2CC2)nc2c1cnn2-c1ccccc1	9	1	11	-1	6	10	28	50	-1	13	1
CCOC1(/N=C(\C)NS(=O)(=O)c2ccc(Cl)cc2)C(C)=CC(=O)C=C1C	6	-5	-3	0	5	11	2	-28	-8	9	3
NC(=O)C1CCCN(S(=O)(=O)c2ccc3ccccc3c2)C1 (stereo not given)	-6	5	-13	0	7	-15	-24	4	-2	10	0
O=C(/C=C1\OCc2ccccc21)OCc1ccccc1	.	1	-23	-11	.	.	-110	.	-10	-66	.
COc1ccc(OC)c(S(=O)(=O)Nc2ccc(OCC(=O)O)cc2)c1	-1	4	9	3	-17	20	13	-2	-15	-3	-3

Records listed so far that bear a hit mark in Granule exo inh:
| structure | NCOA1 inh | ABHD5-PLIN5 inh | SRC2 inh | Granule exo inh | SRC3 inh | NR5A2 inv ag | TWEAK Fn14 block | NOD2 RIPK2 PPI | COUP-TFII inh | TLR9-MyD88 inh |
| --- | --- | --- | --- | --- | --- | --- | --- | --- | --- | --- |
| CCN(CC)CCCNc1ccc(-c2nnc(-c3ccc(OCC(C)C)cc3)o2)cn1 | -19 | 20 | 3 | 62* | 17 | 20 | -71 | -1 | 20 | -3 |

Part of the list above, in markdown.
| SMILES | NCOA1 inh | ABHD5-PLIN5 inh | SRC2 inh | Granule exo inh | TROY signal inh | SRC3 inh | NR5A2 inv ag | TWEAK Fn14 block | NOD2 RIPK2 PPI | COUP-TFII inh | TLR9-MyD88 inh |
| --- | --- | --- | --- | --- | --- | --- | --- | --- | --- | --- | --- |
| CSc1nc(C)c(CCO)c(=O)[nH]1 | -20 | -4 | -7 | -1 | 1 | 6 | -3 | -4 | 3 | -2 | 3 |
| O=C(CC1S/C(=N/N=C2CCCCCC2)NC1=O)Nc1ccc(Br)cc1F (stereo not given) | -14 | -3 | -26 | 16 | -6 | -5 | -13 | 3 | -16 | 11 | -12 |

Rewritten with two lines to a compound: part of the list above.
Results follow in this order: NCOA1 inh	ABHD5-PLIN5 inh	SRC2 inh	Granule exo inh	TROY signal inh	SRC3 inh	NR5A2 inv ag	TWEAK Fn14 block	NOD2 RIPK2 PPI	COUP-TFII inh	TLR9-MyD88 inh
- O=C(CN1C(=O)CSC1=O)N1CCCCC1
→ 4	0	10	-3	3	-16	5	-3	-7	-9	2
- Nc1c(C(=O)CCC(=O)O)oc2ccc(Cl)cc12
→ -5	-6	-9	8	13	-18	-24	11	-2	1	-7
- CC(C)c1ccc(Nc2nc(Cl)nc(Cl)n2)cc1
→ 2	5	1	0	-7	-5	-2	-11	4	-11	-1
- O=C(Nc1ccc2c(c1)OCO2)Nc1ccccn1
→ -109	6	-50	-3	-57	-94	-101	-15	-4	-31	-6
